# PME-1 Maybridge: inhibitors of human PME-1 in Maybridge library | AID 2291 | inhibition, % at 9 µM | recombinant PME-1, FP-Rh probe fluorescence polarization | 0.5% of 16,000 active | Q9Y570; in the data active means inhibition above about 30%
# Target sequence (Q9Y570 whole entry, looked up): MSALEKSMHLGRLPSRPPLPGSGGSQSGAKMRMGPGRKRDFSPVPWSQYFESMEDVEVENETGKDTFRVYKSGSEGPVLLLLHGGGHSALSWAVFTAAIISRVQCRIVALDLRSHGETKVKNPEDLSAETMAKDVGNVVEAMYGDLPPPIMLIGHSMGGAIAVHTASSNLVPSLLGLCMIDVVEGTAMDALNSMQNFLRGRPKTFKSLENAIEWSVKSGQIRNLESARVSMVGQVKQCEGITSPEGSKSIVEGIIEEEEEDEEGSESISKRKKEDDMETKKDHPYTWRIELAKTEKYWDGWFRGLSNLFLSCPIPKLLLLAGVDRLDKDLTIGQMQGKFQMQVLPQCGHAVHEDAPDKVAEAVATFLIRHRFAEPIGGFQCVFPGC
# NOTCH ag: activates NOTCH signaling in reporter cells; 0.4% of 15,000 active; NOTCH signaling luciferase reporter cells, luminescence; activation, % at 2.5 µM; in the data active means activation above about 2.2%
# KOR antag MB: OPRK1 (human) antagonism, Maybridge screen; OPRK1 cells, antagonist mode, fluorescence readout; inhibition, % at 9 µM; 0.4% of 16,000 active; in the data active means inhibition above about 50%
# Target sequence (P41145 whole entry, looked up): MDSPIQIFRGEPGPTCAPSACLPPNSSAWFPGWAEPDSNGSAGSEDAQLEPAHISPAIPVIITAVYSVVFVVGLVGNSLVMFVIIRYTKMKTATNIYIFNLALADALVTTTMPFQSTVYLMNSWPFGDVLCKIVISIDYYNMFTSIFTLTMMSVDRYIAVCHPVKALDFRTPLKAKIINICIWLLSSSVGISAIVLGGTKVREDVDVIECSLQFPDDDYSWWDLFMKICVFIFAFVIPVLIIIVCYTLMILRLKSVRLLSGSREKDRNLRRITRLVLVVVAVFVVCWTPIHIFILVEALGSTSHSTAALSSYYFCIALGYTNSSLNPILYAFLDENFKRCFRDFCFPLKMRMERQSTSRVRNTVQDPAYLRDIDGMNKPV
# TLR4 MyD88 blk: TLR4-MyD88 interaction inhibition. Cell-based TLR4-MyD88 binding inhibition assay. inhibition, % at 10 µM. 0.06% of 16,000 active. AID 811; in the data active means inhibition above about 45%
# Nox1 inh: human Nox1 inhibition. Q9Y5S8. HT29 cells, luminol chemiluminescence ROS. inhibition, % at 6.7 µM. 0.81% of 16,000 active
# rat GALR2 agon: activates the rat galanin receptor 2; cell-based GALR2 agonist screen; 0.5% of 16,000 active; activation, % at 10 µM; AID 833; in the data active means activation above about 15%
# luminol inh ctr: luminol signal inhibition, Nox1 inhibitor counter-screen | HRP/luminol/H2O2 chemiluminescence counterscreen | 0.4% of 16,000 active | AID 1823 | inhibition, % at 6.7 µM; further: reference of the scale not given here
# S1P1 agonist: S1P1 (human) receptor agonism; S1P1 agonist cell-based reporter assay; activation, % at 4.5 µM; 1.5% of 16,000 active; in the data active means activation above about 80%
# * marks the source's active call; other numbers are inactive results; nt = not tested or not shown. Unless noted, no stated cut-off is given here; in the data, active means inhibition above about 75%; inactive means the rest. No enrichment for hits (roughly 4.4% active in at least one column).
SMILES,PME-1 Maybridge,NOTCH ag,KOR antag MB,TLR4 MyD88 blk,Nox1 inh,rat GALR2 agon,luminol inh ctr,S1P1 agonist
COC(=O)c1cc(OC)cc(OC)c1C1C(C#N)=C(C)NC(C)=C1C#N,-1,0.0,-2,0,-24,-5,-1,-10
S=C(NC1CCCCC1)C(=S)NC1CCCCC1,-3,-0.6,5,7,-61,1,4,67
CC1=CC(=O)OC(c2ccccc2)C1 (stereo unspecified),1,-0.3,-30,-5,0,-8,-5,-15
COC(=O)c1cc(=O)n(-c2cc(C(F)(F)F)cc(C(F)(F)F)c2)[nH]1,2,-0.4,-7,-1,-8,-4,-2,-19
NNC(=O)CNC(=O)c1ccco1,2,-0.5,8,-3,1,-8,3,2
O=S(=O)(CS(=O)(=O)NCCc1ccc(Cl)cc1)NCCc1ccc(Cl)cc1,-7,-0.3,-17,2,-36,-3,2,-18
O=C(CCN1CCOCC1)c1ccc(O)cc1,6,-1.4,0,3,1,-7,-3,-1
CN(C)c1ccc(/C=C(\C#N)S(=O)(=O)c2ccc(Cl)cc2)c(F)c1C#N,-2,0.2,-13,4,2,-3,0,3
Cc1ccc(/C(O)=C/C(=O)C(=O)NNC(=O)c2ccccc2Nc2ccccc2)c(C)c1,-2,-0.6,-23,-9,-53,-1,-1,11
NC(C(=O)O)C(C(F)(F)F)C(F)(F)F (stereo unspecified),0,-0.1,5,10,-22,-4,-2,6
Cc1nn(-c2ccccc2)nc1CNS(=O)(=O)c1cccs1,17,-0.3,-9,9,-72,-2,4,-2
CS(=O)(=O)CS(=O)(=O)NNc1ncc(C(F)(F)F)cc1Cl,-1,-1.2,-1,5,70,-4,2,-2
Cc1nc(-c2nnc(-c3ccccc3Cl)o2)c(C(F)(F)F)o1,6,-0.6,9,-7,-12,-6,-5,10
CC(C)(C)OC(=O)N1Cc2ccccc2C[C@H]1C(=O)O,1,-0.5,24,nt,-24,-5,0,-4
Cc1nnsc1C(=O)n1nc(C(C)(C)C)cc1C(C)(C)C,0,-0.6,-4,-2,-2,-6,1,-9
O=C(O)C1CCN(C(=O)CCc2ccccc2)CC1,-4,-0.5,20,0,-54,-7,4,-3
COc1ccc(-n2nnnc2/C=C/N2CCCC2)cc1,-4,-0.2,-6,-10,-14,-7,14,2
CCOC(=O)c1ncoc1-c1cccc(C(F)(F)F)c1,-1,0.6,16,-10,-19,-6,3,-22
CCN1CCCC1CNC(=O)NC(=O)c1ccc([N+](=O)[O-])cc1 (stereo unspecified),-1,-0.3,6,9,-64,-4,3,85*
C=Cc1c(S(C)(=O)=O)sc(C(=O)OCC)c1C,4,-0.1,4,4,0,-5,-5,-18
COc1ccc(/C(C)=N/O)cc1CN1CCOCC1,7,-0.1,2,-1,-13,-3,0,-12
O=c1[nH]cc(N2CCN(Cc3ccccc3)CC2)c(=O)[nH]1,2,-0.6,-6,3,-7,-4,10,-10
CN(C)/C=C1\SC(=O)N(c2ccccc2)C1=O,3,-0.4,6,-6,-11,-7,0,-17
COc1cccc(NC(=S)NNC(C)(C)C)c1,0,0.1,-19,5,-18,-5,12,-1

# Whole records as entered above.
# Record of Cc1nc(-c2nnc(-c3ccccc3Cl)o2)c(C(F)(F)F)o1 : PME-1 Maybridge = 6; NOTCH ag = -0.6; KOR antag MB = 9; TLR4 MyD88 blk = -7; Nox1 inh = -12; rat GALR2 agon = -6; luminol inh ctr = -5; S1P1 agonist = 10
# Record of C=Cc1c(S(C)(=O)=O)sc(C(=O)OCC)c1C : PME-1 Maybridge = 4; NOTCH ag = -0.1; KOR antag MB = 4; TLR4 MyD88 blk = 4; Nox1 inh = 0; rat GALR2 agon = -5; luminol inh ctr = -5; S1P1 agonist = -18

# Later entries:
SMILES,PME-1 Maybridge,NOTCH ag,KOR antag MB,TLR4 MyD88 blk,Nox1 inh,rat GALR2 agon,luminol inh ctr,S1P1 agonist
CC(C)(C)C(=O)CSc1nc(N)c(C(=O)C(C)(C)C)s1,7,-0.6,-8,-4,-53,-1,-1,-8
N#CC(C#N)=Cc1ccc(OCc2ccsc2C#N)cc1,-19,-0.4,13,5,-36,-3,3,5
CN(/C=C/C=C/C=C(C#N)C#N)c1ccccc1,30,-0.8,13,-2,35,-3,40,10
Clc1ccc(C=NCc2cccnc2)c(Cl)c1,12,-0.3,-13,-1,18,-5,-9,1
CN(C)/C=C1\N=C(SCc2c(Cl)cccc2Cl)NC1=O,1,-0.3,-2,1,-29,-4,8,0
NC(=O)c1cccc2c1OCCO2,7,-0.2,23,10,18,-2,-4,0
Clc1cc(Br)ccc1N=Cc1cccnc1,-1,-0.5,16,4,0,-2,28,-20
O=C(CNC1Cc2ccccc2C1)Nc1ccccc1N1CCOCC1,4,0.2,-75,-3,-8,-5,2,5
O=C(Nc1ccccc1N1CCOCC1)NC1CCN(C(=O)OCc2ccccc2)CC1,1,-0.9,-16,-6,-96,-4,-3,-10
N#Cc1c(F)cccc1N1CCC(C#N)CC1,1,0.1,-10,1,-33,-7,-2,3
O=c1oc(-c2cccs2)ns1,-2,-0.5,8,10,-22,-7,3,6
CC(=O)N1c2ccccc2CC1S(=O)(=O)O (stereo unspecified),1,-0.2,8,7,16,-3,-3,-16
NC(=O)c1c(N)sc2c1CCCC2,8,-0.3,-7,-15,21,-7,6,-4
O=C(/C(=N/O)n1cncn1)c1ccc(Cl)cc1Cl,-5,0.0,6,10,-36,-9,2,2
N#Cc1c(N2CCOCC2)sc(C(=O)O)c1-c1ccc(Cl)cc1,0,0.5,3,6,-22,-7,2,-10
Cn1ccnc1S/C=C/C(=O)c1ccc(Cl)cc1,4,0.4,-12,-18,29,-7,-7,-8
Clc1ccc2c(c1)c1cc(Cl)ccc1n2CN1CCCCC1,-2,0.3,-27,5,-11,-11,0,-1
O=c1cc(Nc2cccc(C(F)(F)F)c2)nc[nH]1,19,-0.2,25,-9,47,-3,-4,13
CC(C)(C)NC(=S)NN1C2CSC1CS2,0,-1.0,-3,0,-32,-6,25,8
COC(=O)Cc1nc(NC(=O)c2nc(-c3ccccc3)oc2C)sc1C,4,-0.2,-16,-12,0,-4,-5,-11
Cn1c(CSCCOc2ccccc2)nnc1SCC(=O)C(C)(C)C,3,-0.6,-14,-5,-3,-5,-4,-9
O=C(O)C1CC1(C(=O)O)C(=O)O (stereo unspecified),-3,0.0,7,1,-33,-4,4,-17
Cc1nnsc1C(=O)Nc1ccc(CN2CCS(=O)(=O)CC2)cc1,-3,0.1,8,-1,-13,-2,-2,-7
COC(=O)/C(=C\c1ccc(OC(C)=O)c(OC)c1)NC(=O)c1ccccc1,4,nt,-12,11,-11,-7,2,-8

# Two successive compounds from above:
SMILES,PME-1 Maybridge,NOTCH ag,KOR antag MB,TLR4 MyD88 blk,Nox1 inh,rat GALR2 agon,luminol inh ctr,S1P1 agonist
Cn1c(CSCCOc2ccccc2)nnc1SCC(=O)C(C)(C)C,3,-0.6,-14,-5,-3,-5,-4,-9
O=C(O)C1CC1(C(=O)O)C(=O)O (stereo unspecified),-3,0.0,7,1,-33,-4,4,-17

# Pulled by structure from above:
SMILES,PME-1 Maybridge,NOTCH ag,KOR antag MB,TLR4 MyD88 blk,Nox1 inh,rat GALR2 agon,luminol inh ctr,S1P1 agonist
COC(=O)/C(=C\c1ccc(OC(C)=O)c(OC)c1)NC(=O)c1ccccc1,4,nt,-12,11,-11,-7,2,-8
COC(=O)Cc1nc(NC(=O)c2nc(-c3ccccc3)oc2C)sc1C,4,-0.2,-16,-12,0,-4,-5,-11

# Next part:
SMILES,PME-1 Maybridge,NOTCH ag,KOR antag MB,TLR4 MyD88 blk,Nox1 inh,rat GALR2 agon,luminol inh ctr,S1P1 agonist
COc1cc(C(=O)N(CCC#N)Cc2cccnc2)cc(OC)c1OC,2,0.0,5,9,-78,-3,-2,-16
COc1ccc2cc(-c3ccon3)ccc2c1,0,0.5,-3,5,-7,-8,1,6
CCCc1ccc(-c2nc(-c3ccc(OS(=O)(=O)N(C)C)cc3)no2)cc1,-2,-0.7,-2,7,-35,-7,-1,9
Nc1nc(Sc2c([N+](=O)[O-])cc(C(F)(F)F)cc2[N+](=O)[O-])n[nH]1,6,0.2,-3,-9,39,3,0,-3
CCOC(=O)c1ccc(NC(=O)CSc2nnnn2C)cc1,2,-0.2,4,-1,2,-3,-3,-8
O=C(Nc1ccc(-c2ccccn2)s1)N1CCOCC1,1,-0.2,20,4,42,-4,-2,-4
O=[N+]([O-])c1ccc(S(=O)(=O)c2ccc(Cl)cc2)c(Cl)c1,7,-1.4,-12,-11,61,-9,2,3
COc1cc(CC(=O)O)c([N+](=O)[O-])cc1OC,1,0.0,-5,6,-29,-8,0,-6
FC(F)(F)c1ccc(-c2nnc(-c3ccc(Cl)cc3)o2)nc1,1,-0.6,5,-5,-35,-6,1,22
O=S(=O)(c1ccccc1)c1ccc(S(=O)(=O)N2CCOCC2)s1,12,0.1,-2,-7,5,-7,-5,2
O=S(=O)(Cc1cccc(C(F)(F)F)c1)N1CCOCC1,1,-0.1,-15,5,-69,-7,-2,5
C/C(=N\O)c1ccc(Sc2ccccc2)cc1,-1,-0.1,21,6,-40,-7,-4,-1
O=C(Nc1cccc(COC(=O)c2sccc2Cl)c1)c1sccc1Cl,-22,-0.2,8,nt,-3,-5,-2,-2
O=C(NCc1ccc2c(c1)OCO2)c1cccnc1Oc1ccccc1,3,0.0,-26,3,-65,-6,0,-44
O=C(NCc1ccccc1)c1ccc([N+](=O)[O-])o1,9,-0.7,28,-11,23,-6,-9,12
CC(=O)NC(=S)NNC(=O)c1cccc([N+](=O)[O-])c1,-2,-0.1,-4,9,-11,-4,4,-4
COC(=O)C/C(=N\NC(=O)CCc1nc(-c2ccc(Cl)cc2)no1)C(=O)OC,4,-0.4,11,-7,29,-8,17,-7
Cc1c(O)nc2sccn2c1=O,-1,-0.7,-5,-2,9,-4,9,-17
Cc1ccc(-c2nc(/N=C/N(C)C)sc2C)cc1Cl,5,-0.7,-25,12,-24,-3,1,-13
COc1ccccc1Nc1snc2sc(C(=O)c3ccc(C)cc3)c(N)c12,6,0.1,30,6,-69,-4,-2,-6
N#Cc1cnn(-c2ncnc3sc(-c4ccccc4)cc23)c1N,-13,-0.9,21,-1,8,-1,-4,-13
CN1CCN(C)C(C(=O)NN)C1 (stereo unspecified),0,-0.5,1,3,8,-8,2,-8
C=CCN/C=C(\C#N)S(=O)(=O)c1ccc(Cl)cc1,6,0.0,16,6,10,-1,-7,16
COc1cc2c(c([N+](=O)[O-])c1)NC(c1ccccc1)CC2c1ccccc1 (stereo unspecified),7,0.1,5,-2,10,-10,2,-14

# Looked up above:
# Value for `CC(=O)NC(=S)NNC(=O)c1cccc([N+](=O)[O-])c1` in NOTCH ag: -0.1
# Value for `COc1cc2c(c([N+](=O)[O-])c1)NC(c1ccccc1)CC2c1ccccc1` (stereo unspecified) in PME-1 Maybridge: 7

# Additional entries follow.
SMILES,PME-1 Maybridge,NOTCH ag,KOR antag MB,TLR4 MyD88 blk,Nox1 inh,rat GALR2 agon,luminol inh ctr,S1P1 agonist
O=C(/C=C/C(=O)Nc1ccc(F)cc1F)Nc1ccc(F)cc1F,-8,-0.7,0,7,-35,-6,2,77
COc1cc(CCC(=O)NNC(=O)C(F)(F)F)cc(OC)c1OC,7,-0.7,-8,-1,9,-4,-2,-6
Cc1nc(CC(=O)O)c(C)s1,2,-0.8,10,-2,21,-5,-3,-5
O=[N+]([O-])/C(=C\c1ccccc1)c1ccccc1,4,-0.4,20,-3,-21,-9,-2,14
O=C(Nc1ccccc1)OCc1nccn1Cc1ccc(Cl)cc1,4,-0.8,-29,8,-23,-4,1,-1
CN(C)c1ccc(/C=N/NC(=O)c2ccncc2)cc1,-1,-0.4,-4,6,-38,4,-1,-1
O=c1[nH]c2ccc([N+](=O)[O-])cc2s1,-1,-0.5,17,nt,-35,-5,4,-2
Nc1ccc(C(=O)c2ccccc2C(=O)O)cc1[N+](=O)[O-],1,-0.2,-7,2,-59,-8,1,-5
COc1ccc(Oc2cccc(Cl)c2C#N)cc1,4,0.3,-9,-9,21,-6,-2,44
COC(=O)c1cc2cc(Cl)ccc2nc1OC,-1,-0.9,17,-10,2,-9,2,-19
O=S(=O)(/N=C(\N/N=C/c1ccccc1O)N1CCCC1)c1ccccc1,5,0.0,36,7,-33,-6,0,-6
O=C(c1ccccc1)c1ccc(-c2ccccc2)cc1,0,-0.7,12,-3,-24,-4,-3,-10
O=C1CC(c2ccccc2)C(=O)N1Cc1cccs1 (stereo unspecified),0,0.2,-20,-1,-41,-4,0,2
COC(=O)C(C#N)=C(SC)SC,8,-0.2,18,-10,-14,-3,-5,-14
C/C(=N\O)C(C)(C)Nc1ccc(C(C)(C)C)cc1,1,0.0,19,1,-24,-8,-1,6
CN(C)/C=N/C(=S)Nc1cccc(F)c1,-4,-0.1,0,2,-50,-2,17,3
O=[N+]([O-])c1ccc(-c2csc(-c3cnccn3)n2)cc1,6,-0.7,49,4,-16,-3,-8,29
CS(=O)(=O)c1ccc2nc(N)sc2c1,3,-0.6,5,-7,19,-4,-6,-7
Cc1ccc(Cl)cc1NC(=S)N(CCC#N)/N=C/c1ccc2c(c1)OCO2,12,-0.7,-8,-11,-3,-7,-6,9
CSC(=NCc1ccco1)Nc1ccc(C)cc1C,-2,-1.0,-9,3,-59,-4,2,13
CC(C)(C)c1ccc(NC(=O)N2CCCN(CC(=O)N3CCOCC3)CC2)cc1,0,-0.2,8,-3,5,-8,-3,69
